ERG-DNA inh: ERG Ets/DNA interaction inhibition; fluorescence polarization, His-ERG Ets domain / labelled DNA; Potency, µM (doses to about 76.9 µM), without a hit: at the top dose FP activity, negative = inhibition, most hits filed as inhibitors; hit rate 0.028% among 370,000; AID 624246; active means well fitted inhibition curve with a large enough effect in the polarisation, with a control signal flat; inconclusive means small, poorly fitted or top-dose-only effect, or effect the other way, or a change in a side signal; inactive means no such curve, though single readings can be large or run the other way; the % refers to the polarisation;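 further: polarization taken with two DNA probes labelled with fluorescein and Texas red; potency means the concentration at half of the fitted maximal effect; % of control where 0% means no effect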
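His-tagged ERG Ets domain (1 uM in the protein solution; 300mM KCl, 50mM Tris-HCl, 1mM EDTA, 1mM DTT, pH 7.5) received compound, then a probe mix of 5 nM fluorescein-DNA and 100nM Texas-615-DNA. Fluorescence polarization was read for both dyes.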
Pol eta inh: DNA polymerase eta (human) inhibition | Q9Y253 | hit rate 1.2% among 390,000 | recombinant Pol eta, fluorescent DNA replication assay | AID 588591 | Potency, µM (series often up to 114 µM), for the others: at the top dose activity change, negative = inhibition, most hits filed as inhibitors; further: potency means the concentration at half of the fitted maximal effect; on the % scale 0 is the no-effect control and ±100 the full control effect
Target sequence (Q9Y253 whole entry, looked up): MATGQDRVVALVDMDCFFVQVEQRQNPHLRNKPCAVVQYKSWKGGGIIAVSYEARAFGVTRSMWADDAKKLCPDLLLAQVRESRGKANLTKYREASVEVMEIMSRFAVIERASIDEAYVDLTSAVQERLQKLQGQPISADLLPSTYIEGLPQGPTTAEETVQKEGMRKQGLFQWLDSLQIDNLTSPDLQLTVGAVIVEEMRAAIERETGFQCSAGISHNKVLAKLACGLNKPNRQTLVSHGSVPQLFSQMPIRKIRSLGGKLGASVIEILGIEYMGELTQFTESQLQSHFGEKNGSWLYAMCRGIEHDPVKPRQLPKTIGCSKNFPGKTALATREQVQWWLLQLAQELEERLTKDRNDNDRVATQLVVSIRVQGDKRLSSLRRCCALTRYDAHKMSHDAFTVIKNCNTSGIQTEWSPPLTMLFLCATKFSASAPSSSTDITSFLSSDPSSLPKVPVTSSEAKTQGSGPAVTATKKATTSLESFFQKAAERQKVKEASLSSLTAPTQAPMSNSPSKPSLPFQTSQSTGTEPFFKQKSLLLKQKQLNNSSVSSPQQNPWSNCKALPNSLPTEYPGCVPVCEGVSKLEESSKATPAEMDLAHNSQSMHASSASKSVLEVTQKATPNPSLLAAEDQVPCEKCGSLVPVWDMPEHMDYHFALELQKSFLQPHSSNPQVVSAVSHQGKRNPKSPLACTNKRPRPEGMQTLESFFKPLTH
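Pol eta (10 nM) was preincubated with compounds for 15 min at room temperature, after which fluorescent replication substrate (50 nM final) was added to start the reaction. Fluorescence was read kinetically at 0 and 10 min.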
Pol kappa inh: DNA polymerase kappa (human) inhibition; Q9UBT6; purified Pol kappa, fluorescent DNA synthesis assay, 10 min; Potency, µM (highest dose often 107 µM), for inactives: at the top dose activity, negative = inhibition, actives largely listed as inhibitors; hit rate 0.53% among 400,000; further: potency means the concentration at half of the fitted maximal effect; on the % scale 0 is the no-effect control and ±100 the full control effect
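Pol kappa 10 nM + cpd, 15 min RT; start w/ substrate 50 nM final; fluorescence kinetic read, 0 and 10 min. Neg ctrl: buffer, no enzyme.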
LDHA inh: blocks human lactate dehydrogenase A. P00338. purified LDHA, NADH/diaphorase-resazurin fluorescence; hits give low values. activity change, % (values are at about 110 or 230 µM). hit rate 0.15% among 480,000. AID 1347041; in the data active means activity change below about -30%; inconclusive means mostly about -25% to -30%;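 further: plate controls were DMSO wells for no effect and wells without enzyme for full effect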
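Human LDH5 at 2 nM final in Tris HCl pH 7.4 with 0.06 mM NADH and 0.2 mM pyruvate, reacted 5 minutes at room temperature. Remaining NADH coupled via diaphorase/resazurin; resorufin fluorescence read at 0 and 20 minutes, normalized to enzyme-free and DMSO wells.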
POLB inh: inhibitors of human DNA polymerase beta; Potency, µM (doses to about 114 µM), inactives show at the top dose activity change, negative = inhibition, actives largely listed as inhibitors; P06746; Pol beta primer extension/strand displacement, fluorescence kinetic; hit rate 1.3% among 340,000; further: potency means the concentration at half of the fitted maximal effect; on the % scale 0 is the no-effect control and ±100 the full control effect
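Values derive from four-parameter Hill fits of normalized kinetic data: reads at 0 and 10 min following addition of 50 nM substrate to 10 nM Pol beta preincubated 15 min with compound.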
APE1 inh: inhibitors of human APE1 endonuclease; P27695; AID 2517; hit rate 0.35% among 350,000; recombinant APE1, TAMRA/BHQ-2 abasic DNA cleavage fluorescence; Potency, µM (highest dose often 65.8 µM), inactives show top-dose activity change, negative = inhibition, actives largely listed as inhibitors;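 further: potency means the concentration at half of the fitted maximal effect; plate controls were vehicle for no effect and reference inhibitor for full effect; nearly all actives have a fitted effect of over 55% in size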
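Kinetic fluorescence read (525 ex/598 em nm, three reads 60 s apart) of AP-site incision; signal = third minus first read. Enzyme 0.75 nM, dual-labelled THF duplex 50 nM, compound preincubation 15 min RT.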
12-LOX inh: ALOX12 (human) lipoxygenase inhibition; P18054; purified 12hLO, xylenol orange hydroperoxide absorbance; Potency, µM (series often up to 108 µM), without a hit: top-dose activity change, negative = inhibition, most hits filed as inhibitors; hit rate 1.1% among 580,000; AID 1671190; further: potency means the concentration at half of the fitted maximal effect; on the % scale 0 is the no-effect control and ±100 the full control effect
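Hydroperoxide product was detected by ferrous iron/xylenol orange as the 573 to 405 nm absorbance ratio. Arachidonic acid at 40 uM (final) was turned over for 30 min at room temperature by 150 nM human 12hLO, pH 7.0 Hepes buffer, after 15 min compound preincubation.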
RGS4 inhibitor: inhibitors of human regulator of G protein signaling 4; Transcreener GDP fluorescence polarization, RGS4-accelerated GTP hydrolysis; Potency, µM (doses to about 114 µM), without a hit: at the highest dose activity change, negative = inhibition, usual class: inhibitors; hit rate 0.039% among 390,000; AID 504845; further: potency means the concentration at half of the fitted maximal effect; on the % scale 0 is the no-effect control and ±100 the full control effect; nearly all actives have a fitted effect of over 75% in size; some results filed as inactive show a strong effect at the top dose
Target sequence (P49798 whole entry, looked up): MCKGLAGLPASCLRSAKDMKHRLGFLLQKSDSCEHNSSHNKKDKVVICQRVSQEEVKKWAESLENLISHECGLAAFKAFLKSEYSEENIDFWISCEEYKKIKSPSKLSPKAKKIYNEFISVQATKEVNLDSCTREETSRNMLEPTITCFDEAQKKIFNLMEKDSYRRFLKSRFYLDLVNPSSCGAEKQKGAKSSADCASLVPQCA
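MLSMR compounds (23 nl, pin-transferred) preincubated 10 min at room temperature with a 500nM (2x) first reagent, then RGS4 at 900nM (2x) plus Transcreener GDP mix added; fluorescence polarization (620/688 nm) read before and after 90 min at 30 °C.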
Anesthetic bind: candidate novel general anesthetic via apoferritin binding | AID 485281 | hit rate 0.074% among 350,000 | Potency, µM (titrated, usually from 77.5 µM), for inactives: at the top dose activity change, negative = displacement, usual class: inhibitors | P02791 | apoferritin/1-aminoanthracene competitive binding, fluorescence; further: potency means the concentration at half of the fitted maximal effect; on the % scale 0 is the no-effect control and ±100 the full control effect; nearly all actives have a fitted effect of over 20% in size
Target sequence (P02791 2-175 limits assumed): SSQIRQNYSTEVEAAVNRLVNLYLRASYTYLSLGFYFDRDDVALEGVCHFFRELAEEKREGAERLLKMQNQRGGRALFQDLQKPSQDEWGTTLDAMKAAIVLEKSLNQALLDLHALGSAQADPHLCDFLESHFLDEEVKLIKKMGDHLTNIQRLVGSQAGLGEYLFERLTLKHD
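10 uM apoferritin + 50% sat. 1-AMA, PBS; cpd 10 min RT; Ex380/Em535 endpoint; normalized to free probe vs complex; 4-param Hill fit; propofol titration as pos. ctrl.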
* marks the source's active call; other numbers are inactive results; u = inconclusive; x = not tested or not shown; & = joins results of further samples; [ ] = remark or other dose. Unless noted, the call rests on the fitted dose curve; in most records, active means well fitted curve in the direction sought with a large enough effect; inconclusive means small, poorly fitted or top-dose-only effect, or another doubt; inactive means no such curve, though single readings can be large; an effect the other way counts as inactive or inconclusive.

SMILES	ERG-DNA inh	Pol eta inh	Pol kappa inh	LDHA inh	POLB inh	APE1 inh	12-LOX inh	RGS4 inhibitor	Anesthetic bind
N=C(N)SCCN	-10.5%	-13.8%	1.7%[60.1 µM]	-6.2	8.8%[57.1 µM]	12.5%&-2.1%&3.8%&8.6%	1.3%	-19.5%[56.9 µM]	65.5%[activator]
Cc1cccc(C(=O)NCCC(=O)Nc2ccc(C#N)cc2)c1	-0.5%	5.1%	-10.6%	-4.7	6.9%	12.0%	-21.4%	-10.4%	-7.4%
COC(=O)c1sc2cccc(F)c2c1S(=O)(=O)N1CCN(c2ccc(F)cc2)CC1	-0.9%	-20.8%	1.0%	-3.5	13.3%	x	-29.2%	-17.7%	0.8%
CCOc1ccccc1Nc1nnc(-c2cc3cc(OC)ccc3oc2=O)s1	-11.6%	56.2µM*	4.0%[60.1 µM]	-1.2	u	x	-12.1%	3.3%	-1.1%
CCn1c(SCC(=O)Nc2ccc(S(=O)(=O)Nc3onc(C)c3C)cc2)nnc1-c1ccccc1	-7.9%	-0.2%	-3.0%	-11.3	3.4%	9.2%	-21.0%	17.0%	-16.2%
CC1(C)C=C(c2ccc(C=O)s2)CC(C)(C)N1C=O	-3.3%	-5.9%	-16.8%	-5.0	0.9%	-1.2%	14.7%	23.0%	-2.9%
NC(=O)CNC(=O)[C@@H]1CC2(CC(c3cccc(Br)c3)=NO2)CN1C(=O)c1ccc(Br)cc1 (stereo not given in full)	20.0%	-18.8%	-4.6%	16.1	11.2%	-6.5%	u	-26.8%	u
Cc1cccc(N(CC(=O)NCC2CCCO2)C(=O)CNS(=O)(=O)c2ccc(Cl)cc2)c1 (stereo not given)	11.8%	-3.6%	3.9%	-9.1	12.6%	16.2%	u	-17.3%	-4.2%
Cc1ccc(S(=O)(=O)CCC(=O)OCC(=O)N2c3ccccc3CC2C)cc1 (stereo not given)	-8.5%	-9.0%	-13.5%	-10.4	x	-0.1%	u	5.9%	x
CSc1ccc(/C=C/c2cc(=O)c3ccccc3[nH]2)cc1	-2.1%	u	-23.9%	-4.6	u	7.1%	u	-15.0%	141.1%[activator]
COc1ccc(N2CCN(C(=O)CCCn3nnnc3CN3CCOCC3)C(C)C2)cc1 (stereo not given)	-17.9%	-9.4%	-7.6%	-2.8	-0.1%	31.7%	3.3%	-38.7%	-6.2%
CCn1c(C)cs/c1=N\C(=S)Nc1ccccc1C	-8.5%	-7.1%	-3.3%	-4.8	-1.1%	-1.2%	u	10.0%	-9.8%
CCCN1C(=O)/C(=C2\SC(N3CCCCC3)=NC2=O)c2ccccc21	-1.5%	-16.2%	-9.5%	-1.1	13.1%	-3.3%	-14.9%	-7.0%	u
CNC(=O)COC(=O)c1ccc(Cl)c(S(N)(=O)=O)c1	6.3%	-7.7%	9.2%	-3.3	-19.0%	-6.7%	-2.2%	-5.5%	-2.2%
COCCNC(=O)c1ccc2nc(Cc3ccc(OC)c(OC)c3)oc2c1	2.7%	-16.8%	7.7%	0.0	83.3%	-2.7%	14.6%	-8.9%	4.4%
COc1ccc(C(=O)N2CCC(C(=O)O)CC2)c2ccccc12	-5.1%	-5.6%	-2.3%	-4.5	-3.0%	29.8%	-20.3%	13.6%	1.8%
O=C(NCC(c1cccs1)N1CCOCC1)c1cccc(S(=O)(=O)Nc2ccc(F)cc2)c1 (stereo not given)	-7.9%	-13.0%	4.5%	-2.4	x	x	24.7%	-3.4%	x
O=C(COc1ccccc1)N1CCN(c2ccccc2)CC1	-4.6%	-9.8%	-1.2%	-17.9	-1.6%	-5.9%	-11.4%	9.6%	-2.7%
O=C(C1CCN(c2nnc(-n3cccc3)s2)CC1)N1CCCCC1	9.3%	8.2%	-3.3%	-1.9	12.2%	-6.7%	7.9%	1.1%	-4.9%
Cn1cc(CN2CCC(C(=O)Nc3ccc(Oc4ccccc4F)cc3)CC2)cn1	2.5%	-0.6%	-8.9%	-4.2	13.3%	17.5%	5.1%	22.2%	u
CCOC(=O)C1(Cc2ccccc2C(F)(F)F)CCN(C2CCN(C(C)=O)CC2)CC1	-9.0%	-17.1%	-15.6%	-4.7	-12.3%	1.0%	-18.1%	-27.7%	-13.9%
COc1ccccc1NC(=O)NCCC1=CCCCC1	-0.2%	-14.6%	3.9%[60.1 µM]	-1.3	-18.6%	-1.4%	-1.4%	-10.6%[11.4 µM]	u
CC1CCCN(C(=O)COC(=O)CNC(=O)c2ccc(Br)cc2)C1 (stereo not given)	-9.0%	-21.4%	-5.2%	-2.1	x	-8.5%	8.1%	-9.3%	x
CCn1c2ccccc2c2cc(NC(=O)C(=O)NCC3CCCO3)ccc21 (stereo not given)	7.8%	-17.9%	-2.4%	2.2	7.3%	-3.1%	-5.0%	-27.6%	-8.5%
COc1ccc(SC[C@H](C)CN2CC[C@H](C(C)(C)C)CCC2=O)cc1	2.3%	-19.6%	2.8%&-6.0%	4.1	x	-19.2%	u	-32.0%	x
O=C(c1cc(-c2ccccc2Cl)nc2ccccc12)N1CCOCC1	15.4%	-16.5%	-5.9%	-7.2&5.5	30.5%	5.3%	-18.1%&4.8%	14.0%	-9.6%
O=C(Cc1c[nH]c2ccccc12)N/N=C/c1ccc(F)cc1	-1.1%	-20.7%	-8.8%	-1.2	0.3%	-1.3%	9.5%	-1.2%	-8.4%
COC(=O)c1[nH]c2cccc(C)c2c1NC(=O)CN1CCN(c2ccccc2OC)CC1	7.7%	-0.1%	-6.4%	-1.8	-26.1%	1.8%	5.5%	-48.0%	-20.4%
CCNc1ccc(Br)cc(C(=O)/C=C/c2ccccc2Cl)c1=O	-6.9%	79.4µM*	u	24.0	x	x	8.91µM*	u	x
O=C(O)C1(C(=O)O)CCCC1	-7.1%	-4.9%	-5.6%	-4.1	x	x	-11.3%	0.8%	x
COc1ccc(C2=NS(=O)(=O)N(C)C(C(=O)N(C)Cc3ccccc3)=C2)cc1	2.7%	-9.5%	-14.7%	-9.7	22.2%	8.4%	20.0%	18.9%	-21.1%
C/C(=N/NS(=O)(=O)c1ccc(C(C)(C)C)cc1)c1ccc2c(c1)OCO2	-1.3%	-30.5%	-9.7%	-0.4	33.0%	-10.4%	340.9%[activator]	-12.0%	-8.8%
CCCS(=O)(=O)N1CCCC(C(=O)Oc2ccccc2Cl)C1 (stereo not given)	-2.8%	-17.2%	-20.0%	-3.3	29.0%	-7.9%	0.0%	8.3%	u
CN1CCN(C(=O)CCC(=O)NCc2ccc(F)cc2)CC1	-9.3%	-9.0%	-2.8%	-1.6	24.7%	21.1%	0.5%	4.8%	-4.8%
COc1ccc(C2CC(c3ccccc3)=NN2C(=O)CSc2ncccn2)cc1 (stereo not given)	3.6%	-6.3%	-22.4%	-3.5	5.1%	6.6%	1.9%	-3.1%	13.2%
COc1ccc(/C(C)=N/Nc2ccc(C(=O)O)cc2)cc1OC	-1.5%	-5.6%	-20.7%	-5.5	20.1%	-2.8%	-14.8%	-10.5%	1.2%
COc1ccc(C(=O)NCC(=O)N/N=C/c2ccco2)cc1OC	-3.0%	-4.5%	1.5%	-3.2	66.1%	-8.1%	-2.5%	-0.9%	1.7%
COCc1nnc(NC(=O)CCCOc2ccccc2OC)s1	0.2%	-6.2%	4.7%	4.2	32.9%	-0.9%	0.0%	u	-13.7%
Cc1ccccc1N1CCN(Cc2cc3c(cc2[N+](=O)[O-])OCO3)CC1	-1.2%	-19.2%	u	2.6	46.8%	3.8%	0.0%	-21.5%	-12.0%
Nc1sc(-c2ccccc2)cc1-c1n[nH]c(=S)n1C1CCCCC1	-5.4%	-4.4%	-3.3%	-7.1	20.5%	-10.8%	0.0%	-42.0%	-17.2%
CC1CC(=O)C2=C(C1)Nc1ccccc1N(C(=O)COc1ccccc1)C2c1ccco1 (stereo not given)	-0.6%	10.3%	-11.9%	4.5	u	-2.0%	-7.6%	10.4%	5.7%
COc1ccc(C(=O)SC2=NCCS2)cc1OC	3.2%	-12.0%	0.6%	0.0	-2.9%	2.4%	0.0%	-9.9%	-12.6%
CCN(C(=O)Cn1ncc2c(=O)oc3ccccc3c21)c1ccccc1F	7.8%	-4.0%	-3.6%	-14.3	7.0%	x	-11.6%	19.7%	62.7%[activator]

Sorted by value in Pol kappa inh (ascending): some entries from above.
SMILES	ERG-DNA inh	Pol eta inh	Pol kappa inh	APE1 inh	12-LOX inh	RGS4 inhibitor
CC1CC(=O)C2=C(C1)Nc1ccccc1N(C(=O)COc1ccccc1)C2c1ccco1 (stereo not given)	-0.6%	10.3%	-11.9%	-2.0%	-7.6%	10.4%
C/C(=N/NS(=O)(=O)c1ccc(C(C)(C)C)cc1)c1ccc2c(c1)OCO2	-1.3%	-30.5%	-9.7%	-10.4%	340.9%[activator]	-12.0%
Nc1sc(-c2ccccc2)cc1-c1n[nH]c(=S)n1C1CCCCC1	-5.4%	-4.4%	-3.3%	-10.8%	0.0%	-42.0%

Part of the list above with just LDHA inh and APE1 inh:
structure,LDHA inh,APE1 inh
COc1ccc(C(=O)NCC(=O)N/N=C/c2ccco2)cc1OC,-3.2,-8.1%
C/C(=N/NS(=O)(=O)c1ccc(C(C)(C)C)cc1)c1ccc2c(c1)OCO2,-0.4,-10.4%

Compound activity from PubChem.

This is a subset; the hit share may differ from the screen's.
